EBI2 antag: antagonists of human EBI2 receptor | inhibition, % at 5 µM | P32249 | EBI2 beta-arrestin recruitment, luminescence, 7a,25-OHC stimulated | 360,000 compounds, 0.81% hits; in the data active means inhibition above about 38%;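 further: enzyme fragment complementation signal reports receptor beta-arrestin coupling in cells; 0% = agonist plus DMSO wells and 100% = wells without agonist; some results beyond the cut were filed as inactive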
Target sequence (P32249 whole entry, looked up, the tested form may be a part): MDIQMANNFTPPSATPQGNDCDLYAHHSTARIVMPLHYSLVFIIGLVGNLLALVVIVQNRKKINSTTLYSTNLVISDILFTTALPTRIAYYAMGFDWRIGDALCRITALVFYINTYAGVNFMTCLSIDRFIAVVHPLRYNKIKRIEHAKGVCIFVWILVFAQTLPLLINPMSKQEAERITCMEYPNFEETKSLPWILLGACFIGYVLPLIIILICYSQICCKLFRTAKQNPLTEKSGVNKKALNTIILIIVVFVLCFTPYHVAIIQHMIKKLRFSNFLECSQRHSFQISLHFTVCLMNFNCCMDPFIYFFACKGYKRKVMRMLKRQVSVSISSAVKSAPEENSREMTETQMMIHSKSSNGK
CCR6 antag: CCR6 (human) receptor antagonism. P51684. CHO-K1 CCR6 PathHunter beta-arrestin, luminescence, CCL20-stimulated. inhibition, % at 20 µM. 340,000 compounds, 0.49% hits. AID 493098;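 active means compounds whose inhibition of the agonist-driven luminescence signal at 20 µM reaches about 50%, limit read from the data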;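 further: cells stimulated with CCL20 at 14 nM final; plate controls were DMSO with CCL20 for no effect and DMSO without agonist for full effect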
APJ antagonist: APJ receptor antagonism; P35414; CHO-K1 APJ beta-arrestin complementation, luminescence; 330,000 compounds, 0.32% hits; inhibition, % at 20 µM; AID 2521;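 active means inhibition above about 40% at 20 µM, limit read from the data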;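 further: cells challenged with 10 nM apelin-13 agonist together with compound; plate controls were apelin-13 plus DMSO wells for no effect and DMSO wells lacking apelin-13 for full effect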
Target sequence (P35414 whole entry, looked up): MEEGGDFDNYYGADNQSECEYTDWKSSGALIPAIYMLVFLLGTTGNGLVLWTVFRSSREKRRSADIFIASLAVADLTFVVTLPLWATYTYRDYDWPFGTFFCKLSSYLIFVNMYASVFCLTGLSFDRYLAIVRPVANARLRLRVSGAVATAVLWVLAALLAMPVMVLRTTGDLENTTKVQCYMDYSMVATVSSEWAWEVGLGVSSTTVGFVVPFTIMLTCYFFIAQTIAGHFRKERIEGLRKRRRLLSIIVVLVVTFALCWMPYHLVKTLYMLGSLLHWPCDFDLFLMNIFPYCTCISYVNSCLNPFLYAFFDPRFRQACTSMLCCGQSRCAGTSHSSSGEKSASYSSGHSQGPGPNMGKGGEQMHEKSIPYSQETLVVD
CXCR6 block: blocks human CXCR6 beta-arrestin recruitment | O00574 | CHO-K1 PathHunter CXCR6 beta-arrestin, luminescence | inhibition, % at 20 µM | 360,000 compounds, 0.36% hits | AID 602244; in the data active means inhibition above about 34%, passing the limit was not always enough;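 further: antagonist mode with CXCL16 agonist at 10 nM final; 0% = 10 nM CXCL16 with DMSO and 100% = unstimulated wells without agonist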
Target sequence (O00574 whole entry, looked up): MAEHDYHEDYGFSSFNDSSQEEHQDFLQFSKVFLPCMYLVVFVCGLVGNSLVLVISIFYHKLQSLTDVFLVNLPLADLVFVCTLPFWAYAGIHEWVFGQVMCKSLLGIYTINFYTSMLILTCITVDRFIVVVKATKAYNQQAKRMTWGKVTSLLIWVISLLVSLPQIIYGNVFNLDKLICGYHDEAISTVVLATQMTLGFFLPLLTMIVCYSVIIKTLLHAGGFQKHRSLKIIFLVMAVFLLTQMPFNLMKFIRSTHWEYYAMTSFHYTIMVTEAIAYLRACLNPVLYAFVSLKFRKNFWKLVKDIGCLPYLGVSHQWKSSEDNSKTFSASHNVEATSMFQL
Jurkat NFkB inh: inhibitors of the PMA/ionomycin-induced NF-kB reporter in Jurkat cells; inhibition, % at 4 µM; PMA/ionomycin-induced NF-kB luciferase reporter, luminescence; AID 435003; 330,000 compounds, 0.53% hits; in the data active means inhibition above about 50%
UBC13 inh: blocks human UBC13 polyubiquitin chain formation. AID 485273. inhibition, % at 20 µM. TR-FRET. P61088. 330,000 compounds, 0.47% hits; in the data active means inhibition above about 45%, passing the limit was not always enough; inconclusive means no clear call, values can overlap the other calls
Gli-Sufu block: Gli-Sufu pathway antagonism; 340,000 compounds, 0.74% hits; Sufu-KO-LIGHT fibroblasts, Gli luciferase reporter luminescence; AID 588413; inhibition, % at 5 µM;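 active means inhibition above about 55%, limit read from the data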;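 further: 0% = DMSO-treated cells and 100% = wells with medium but no cells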
697 NFkB inh: lowers PMA/ionomycin-induced NF-kB signal in 697 B cells | inhibition, % at 4 µM | 697 B-cell NF-kB luciferase reporter, 16 h | 330,000 compounds, 0.33% hits; in the data active means inhibition above about 35%
* = called active by the depositor.

Nc1nnc(-c2ccncc2)s1 was read as EBI2 antag -3, CCR6 antag 2, APJ antagonist 17, CXCR6 block -8, Jurkat NFkB inh 5, UBC13 inh 11, Gli-Sufu block 4 and 697 NFkB inh 18.
For Cc1c(C(=O)N2CCc3ccccc3C2)sc2nc(-c3ccccc3)cn12 the results were EBI2 antag 7, CCR6 antag -6, APJ antagonist 8, CXCR6 block -2, Jurkat NFkB inh 2, UBC13 inh 8, Gli-Sufu block 17 and 697 NFkB inh 3.
COc1ccc(OC)c(/C=N/NC(=O)c2cc[n+](Cc3ccccc3)cc2)c1 was read as EBI2 antag 0, CCR6 antag 0, APJ antagonist -10, CXCR6 block 7, Jurkat NFkB inh -4, UBC13 inh 3, Gli-Sufu block -4 and 697 NFkB inh 15.
`CC(C)Cc1nnc(NC(=O)c2ccc3c(c2)NC(=O)C(C)S3)s1` (stereo not drawn) gave EBI2 antag -5, CCR6 antag 15, APJ antagonist 5, CXCR6 block 0, Jurkat NFkB inh 4, UBC13 inh 4, Gli-Sufu block -5 and 697 NFkB inh 14.
Cc1ccccc1S(=O)(=O)NC1OC(=O)C(Cl)=C1Cl (stereo not drawn) was read as EBI2 antag -12, CCR6 antag -1, APJ antagonist 21, CXCR6 block -6, Jurkat NFkB inh 8, UBC13 inh -8, Gli-Sufu block 12 and 697 NFkB inh -4.
For COc1ccc(OC)c(C2=NOC(C(=O)Nc3ccc4c(c3)OCCO4)C2)c1 (stereo not drawn) the results were EBI2 antag 0, CCR6 antag 10, APJ antagonist 11, CXCR6 block -14, Jurkat NFkB inh 6, UBC13 inh 5, Gli-Sufu block 8 and 697 NFkB inh 6.
For COc1cc2nc(SCc3ccc(Cl)cc3Cl)n(Cc3cccs3)c(=N)c2cc1OC the results were EBI2 antag 43*, CCR6 antag 4, APJ antagonist 7, CXCR6 block -5, Jurkat NFkB inh -5, UBC13 inh 3, Gli-Sufu block 13 and 697 NFkB inh 9.
COc1ccc(CCN2CC(C(=O)NCCCn3nc(C)cc3C)CCC2=O)cc1 (stereo not drawn) was read as EBI2 antag 6, CCR6 antag 2, APJ antagonist 7, CXCR6 block -3, Jurkat NFkB inh -4, UBC13 inh -5, Gli-Sufu block -8 and 697 NFkB inh -11.
For Cc1ccccc1C1CC(c2ccc(F)cc2)Nc2nc(N)nn21 (stereo not drawn) the results were EBI2 antag 2, CCR6 antag -8, APJ antagonist 12, CXCR6 block 0, Jurkat NFkB inh -12, UBC13 inh 3, Gli-Sufu block 14 and 697 NFkB inh 3.
`O=C1COc2ccc3ccccc3c21` gave EBI2 antag -7, CCR6 antag 11, APJ antagonist -16, CXCR6 block -3, Jurkat NFkB inh -35, UBC13 inh 2, Gli-Sufu block -4 and 697 NFkB inh 4.
Screening O=C(O)Cn1cc(C(=S)N2CCCCC2)c2ccccc21 returned EBI2 antag 3, CCR6 antag 5, APJ antagonist 22, CXCR6 block -3, Jurkat NFkB inh 1, UBC13 inh -3, Gli-Sufu block -8 and 697 NFkB inh 15.
`O=C(CCN1CCN(c2ccc(Cl)cc2)CC1)Nc1nccs1` gave EBI2 antag 6, CCR6 antag 12, APJ antagonist -18, CXCR6 block -8, Jurkat NFkB inh 0, UBC13 inh 6, Gli-Sufu block 15 and 697 NFkB inh 6.
Screening Cc1ccc(S(=O)(=O)Nc2ccc(-c3nnc(SCC#N)n3C)cc2)cc1 returned EBI2 antag -2, CCR6 antag 1, APJ antagonist -4, CXCR6 block -1, Jurkat NFkB inh 10, UBC13 inh -2, Gli-Sufu block -2 and 697 NFkB inh -5.
C#CCOCCOCCOCCNc1nc(N2CCN(C(=O)C([C@@H](C)CC)n3cc(C(N)Cc4ccc(O)cc4)nn3)CC2)nc(N2CCN(C(=O)[C@H](CCC(=O)O)n3cc(C(N)Cc4ccc(O)cc4)nn3)CC2)n1 (stereo partly drawn) was read as EBI2 antag -7, CCR6 antag -8, APJ antagonist -44, CXCR6 block 1, Jurkat NFkB inh -14, UBC13 inh 1, Gli-Sufu block -6 and 697 NFkB inh 19.
`Cn1nc2c3ccccc3n(Cc3ccccc3)c2nc1=S` gave EBI2 antag 17, CCR6 antag 23, APJ antagonist 0, CXCR6 block 7, Jurkat NFkB inh -13, UBC13 inh 6, Gli-Sufu block 0 and 697 NFkB inh -34.
For Cc1nc(CC(=O)c2c(C)cc(O)cc2O)cs1 the results were EBI2 antag 8, CCR6 antag 3, APJ antagonist 18, CXCR6 block -8, Jurkat NFkB inh 5, UBC13 inh 0, Gli-Sufu block -19 and 697 NFkB inh -11.
COC(=O)c1ccc(Cn2cc(Cl)cn2)cc1 was read as EBI2 antag -3, CCR6 antag -2, APJ antagonist -19, CXCR6 block -9, Jurkat NFkB inh -6, UBC13 inh -9, Gli-Sufu block 0 and 697 NFkB inh -36.
Cc1ccc(NC(=O)C(=O)NCC2CCCN2S(=O)(=O)c2cccs2)c(C)c1 (stereo not drawn) was read as EBI2 antag -7, CCR6 antag 10, APJ antagonist 0, CXCR6 block 0, Jurkat NFkB inh 5, UBC13 inh -5, Gli-Sufu block 3 and 697 NFkB inh -18.
For COCCCNS(=O)(=O)c1ccc2c(c1)OCCO2 the results were EBI2 antag -7, CCR6 antag 8, APJ antagonist -1, CXCR6 block -7, Jurkat NFkB inh 9, UBC13 inh 1, Gli-Sufu block 9 and 697 NFkB inh 11.
Screening O=C(O)c1ccc2c(c1)C(=O)N(CCCCCCCN1C(=O)c3ccc(C(=O)O)cc3C1=O)C2=O returned EBI2 antag 0, CCR6 antag 12, APJ antagonist 6, CXCR6 block 2, Jurkat NFkB inh -3, UBC13 inh -5, Gli-Sufu block -14 and 697 NFkB inh -10.
`Cc1ccc(N(CC(=O)NC(C)c2ccccc2)S(=O)(=O)c2c(C)n[nH]c2C)cc1` (stereo not drawn) gave EBI2 antag 7, CCR6 antag -1, APJ antagonist -10, CXCR6 block 1, Jurkat NFkB inh -11, UBC13 inh -12, Gli-Sufu block 0 and 697 NFkB inh -54.
`COc1ccc(C2CC(C(F)(F)F)n3nc(C(=O)NCCCn4ccnc4)cc3N2)cc1OC` (stereo not drawn) gave EBI2 antag 3, CCR6 antag 12, APJ antagonist 13, CXCR6 block -4, Jurkat NFkB inh 1, UBC13 inh 3, Gli-Sufu block 3 and 697 NFkB inh 2.
For CN(CCN1CCOCC1)Cc1nc(-c2ccc(Cl)cc2)no1 the results were EBI2 antag -13, CCR6 antag 6, APJ antagonist 5, CXCR6 block 4, Jurkat NFkB inh -1, UBC13 inh -3, Gli-Sufu block -3 and 697 NFkB inh 1.
`CC(C)CN(C(=O)c1cccc([N+](=O)[O-])c1)c1c(N)n(CC(C)C)c(=O)[nH]c1=O` gave EBI2 antag -6, CCR6 antag 5, APJ antagonist 20, CXCR6 block 2, Jurkat NFkB inh 0, UBC13 inh -2, Gli-Sufu block -15 and 697 NFkB inh 20.
For CCn1c(=O)c(C(=O)NCCc2ccc(Cl)cc2)c(O)c2ccccc21 the results were EBI2 antag 11, CCR6 antag 9, APJ antagonist -21, CXCR6 block -10, Jurkat NFkB inh -3, UBC13 inh 10, Gli-Sufu block 1 and 697 NFkB inh 0.
Screening Cc1ccc(-c2cc(C(=O)NC3CCCC3)no2)cc1 returned EBI2 antag -2, CCR6 antag 6, APJ antagonist 8, CXCR6 block 8, Jurkat NFkB inh -107, UBC13 inh 8, Gli-Sufu block -66 and 697 NFkB inh -109.
`CCN(CC)S(=O)(=O)c1ccc(C(=O)Nc2cc(C)cc(C)c2)cc1` gave EBI2 antag 17, CCR6 antag -10, APJ antagonist 12, CXCR6 block -7, Jurkat NFkB inh -28, UBC13 inh -10, Gli-Sufu block -1 and 697 NFkB inh 7.
Nc1c(C(=O)c2ccc(Cl)cc2)oc2ccccc12 was read as EBI2 antag -12, CCR6 antag 11, APJ antagonist -2, CXCR6 block 11, Jurkat NFkB inh -29, UBC13 inh 0, Gli-Sufu block -44 and 697 NFkB inh -31.
Screening c1ccc(COn2nnc3ccccc32)c(COn2nnc3ccccc32)c1 returned EBI2 antag 9, CCR6 antag 16, APJ antagonist 15, CXCR6 block -6, Jurkat NFkB inh 17, UBC13 inh 5, Gli-Sufu block 5 and 697 NFkB inh -18.
Cc1ccc(S(=O)(=O)CCC(=O)Nc2ccc3nc(C)sc3c2)cc1 was read as EBI2 antag -10, CCR6 antag 9, APJ antagonist 3, CXCR6 block -11, Jurkat NFkB inh -3, UBC13 inh -9, Gli-Sufu block -4 and 697 NFkB inh 7.
Screening Cc1ccc(C)c(N2CCN(Cc3nnnn3C3CCCCC3)CC2)c1 returned EBI2 antag 14, CCR6 antag -2, APJ antagonist 9, CXCR6 block 0, Jurkat NFkB inh -3, UBC13 inh 5, Gli-Sufu block 7 and 697 NFkB inh -18.
COc1ccc(/C=C2\Oc3cc(OCC(=O)N4CCC(C(=O)O)CC4)ccc3C2=O)c(OC)c1 was read as EBI2 antag -6, CCR6 antag -2, APJ antagonist 7, CXCR6 block 0, Jurkat NFkB inh 4, UBC13 inh -20, Gli-Sufu block 3 and 697 NFkB inh -4.
CC(N)C(=O)NC(C(=O)N1CCCC1C(=O)NC(c1ccccc1)c1ccccc1)C(C)C (stereo not drawn) was read as EBI2 antag -5, CCR6 antag -3, APJ antagonist 2, CXCR6 block 3, Jurkat NFkB inh -1, UBC13 inh 11, Gli-Sufu block 6 and 697 NFkB inh 11.
Screening COc1ccccc1NC(=S)Nc1cccc(F)c1 returned EBI2 antag 8, CCR6 antag 13, APJ antagonist 13, CXCR6 block 12, Jurkat NFkB inh -1, UBC13 inh 7, Gli-Sufu block -129 and 697 NFkB inh -9.
For CCOc1cc(C)ccc1OCc1nnc(SCC(=O)c2cccc([N+](=O)[O-])c2)n1CC the results were EBI2 antag 6, CCR6 antag 7, APJ antagonist 2, CXCR6 block 3, Jurkat NFkB inh -6, UBC13 inh -3, Gli-Sufu block 34 and 697 NFkB inh -8.
For O=C(c1ccccc1)C1CCN(c2ncccc2[N+](=O)[O-])CC1 the results were EBI2 antag -8, CCR6 antag 8, APJ antagonist 7, CXCR6 block 11, Jurkat NFkB inh -13, UBC13 inh inconclusive, Gli-Sufu block -1 and 697 NFkB inh -5.

Seven entries from above, sorted by heavy-atom count, lowest first.
Nc1c(C(=O)c2ccc(Cl)cc2)oc2ccccc12 was read as EBI2 antag -12, CCR6 antag 11, APJ antagonist -2, CXCR6 block 11, Jurkat NFkB inh -29, UBC13 inh 0, Gli-Sufu block -44 and 697 NFkB inh -31.
Screening Cc1ccc(-c2cc(C(=O)NC3CCCC3)no2)cc1 returned EBI2 antag -2, CCR6 antag 6, APJ antagonist 8, CXCR6 block 8, Jurkat NFkB inh -107, UBC13 inh 8, Gli-Sufu block -66 and 697 NFkB inh -109.
Cc1ccc(S(=O)(=O)CCC(=O)Nc2ccc3nc(C)sc3c2)cc1 was read as EBI2 antag -10, CCR6 antag 9, APJ antagonist 3, CXCR6 block -11, Jurkat NFkB inh -3, UBC13 inh -9, Gli-Sufu block -4 and 697 NFkB inh 7.
For CCn1c(=O)c(C(=O)NCCc2ccc(Cl)cc2)c(O)c2ccccc21 the results were EBI2 antag 11, CCR6 antag 9, APJ antagonist -21, CXCR6 block -10, Jurkat NFkB inh -3, UBC13 inh 10, Gli-Sufu block 1 and 697 NFkB inh 0.
Screening c1ccc(COn2nnc3ccccc32)c(COn2nnc3ccccc32)c1 returned EBI2 antag 9, CCR6 antag 16, APJ antagonist 15, CXCR6 block -6, Jurkat NFkB inh 17, UBC13 inh 5, Gli-Sufu block 5 and 697 NFkB inh -18.
`Cc1ccc(N(CC(=O)NC(C)c2ccccc2)S(=O)(=O)c2c(C)n[nH]c2C)cc1` (stereo not drawn) gave EBI2 antag 7, CCR6 antag -1, APJ antagonist -10, CXCR6 block 1, Jurkat NFkB inh -11, UBC13 inh -12, Gli-Sufu block 0 and 697 NFkB inh -54.
COc1ccc(/C=C2\Oc3cc(OCC(=O)N4CCC(C(=O)O)CC4)ccc3C2=O)c(OC)c1 was read as EBI2 antag -6, CCR6 antag -2, APJ antagonist 7, CXCR6 block 0, Jurkat NFkB inh 4, UBC13 inh -20, Gli-Sufu block 3 and 697 NFkB inh -4.
